TDP1 cell CPT = growth inhibition of DT40 Tdp1-/-;hTDP1 cells with camptothecin (screen for TDP1 inhibitors) | chicken DT40 Tdp1-/-;hTDP1 cells + 20 nM CPT, ATP luminescence, 48 h | Potency, µM (doses to about 46.2 µM), inactives show top-dose activity change, negative = growth inhibition, hits mostly inhibitors | 420,000 tested, 12% active; also: nearly all actives have a fitted effect of over 55% in size
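Chicken DT40 Tdp1-/- cells stably complemented with human TDP1 were seeded at 400 cells/well in medium containing 20 nM camptothecin, exposed to pin-transferred compounds, and grown at 37 °C for at least 48 hr. Viability was read as ATP luminescence.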
FEN1 inh = blocks human flap endonuclease 1. Potency, µM (top dose mostly 114 µM), for the others: top-dose activity change, negative = inhibition, hits mostly inhibitors. Recombinant FEN1 flap cleavage, fluorescence, 15 min. 390,000 tested, 0.35% active. P39748; also: nearly all actives have a fitted effect of over 65% in size
Target sequence (P39748 whole entry, looked up): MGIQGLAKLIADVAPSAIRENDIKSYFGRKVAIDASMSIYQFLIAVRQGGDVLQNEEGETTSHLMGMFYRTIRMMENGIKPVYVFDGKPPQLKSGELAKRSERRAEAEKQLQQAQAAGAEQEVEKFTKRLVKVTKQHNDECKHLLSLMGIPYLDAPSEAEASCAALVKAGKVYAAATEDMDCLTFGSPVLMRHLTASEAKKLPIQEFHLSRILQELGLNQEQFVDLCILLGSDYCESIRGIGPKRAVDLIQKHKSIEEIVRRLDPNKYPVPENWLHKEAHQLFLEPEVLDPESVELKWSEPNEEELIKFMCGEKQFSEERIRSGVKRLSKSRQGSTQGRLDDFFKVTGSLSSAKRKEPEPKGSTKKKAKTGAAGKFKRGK
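Read-out was taken twice, immediately and after 15 min, following addition of 50 nM substrate to 10 nM FEN1 that had sat with test compound for 15 min at room temperature. Curves came from a four-parameter Hill model.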
N370S GC mod = inhibitors or activators of N370S glucocerebrosidase for Gaucher disease | N370S GC spleen homogenate, 4MU-glucoside fluorescence | Potency, µM (series often up to 59.4 µM), inactives show at the top dose activity change, negative = inhibition, most hits filed as inhibitors | 330,000 tested, 0.092% active;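 also: 0% = full enzyme activity and -100% = no enzyme basal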
The depositor's hits bear a star; ? = inconclusive; · = not tested or not shown; & = joins results of further samples; [ ] = another dose, or the depositor's remark. Calls follow the shape of the dose curve; as a rule, active = well fitted curve in the direction sought with a large enough effect; inconclusive = small, poorly fitted or top-dose-only effect, or another doubt; inactive = no such curve, though single readings can be large; an effect the other way counts as inactive or inconclusive. Unless noted, % is scaled to controls: 0 for no effect and ±100 for the full control effect; potency is read from the fitted curve at half-maximal effect. The list is partial; count on the stated rates, not on these rows.

nr	compound	FEN1 inh	N370S GC mod	TDP1 cell CPT
1	Cc1ccc(-n2ncc3c(NNC(=O)c4ccco4)ncnc32)cc1C	22%	-4%	?
2	COc1ccccc1C(=O)NC(=O)COC(=O)c1ccc([N+](=O)[O-])cc1Cl	-4%	-1%	12%
3	Cc1cc(NC(=O)CCC(=O)NNC(=O)c2ccc(C(C)(C)C)cc2)no1	6%	-4%	-12%
4	COc1ccc(C)cc1S(=O)(=O)N(CC(N)=O)Cc1ccccc1	2%	2%	17%
5	COc1cccc(CN2CCNC(=O)C2CC(=O)N(C)CC2CCOCC2)c1OC (configuration not stated)	12%	-1%	1%
6	CCOC(=O)N1CCN(C(=O)Cn2nc(C)n3nc(-c4ccccc4)cc3c2=O)CC1	15%	-1%	-30%
7	Cc1ccc(S(=O)(=O)N2CCC(C)CC2)cc1C(=O)NCc1ccccn1	21%	1%	-5%
8	Cc1ccc(Cl)cc1NC(=O)C(NS(=O)(=O)c1cccc2nsnc12)c1ccccc1 (configuration not stated)	-20%	·	?
9	C=CCOc1ccccc1/C=N/O	-12%	-27%	-7%
10	CC1CN(S(=O)(=O)c2ccc(C(=O)O)cc2)CC(C)O1 (configuration not stated)	1%	-2%	-6%
11	CCOC(=O)c1nc2sc3c(c2c(=O)[nH]1)CCCC3	-4%	12%&29%	-3%
12	Cc1ccc(C(=O)N(CN2CCCC2=O)c2ccc(F)cc2)cc1	-1%	-1%	?
13	Cc1cc(C(=O)O)ccc1-n1c(C)cc(/C=C(/C#N)C(=O)Nc2ccccc2)c1C	1%	-13%	-27%
14	CCc1ccc(NC(=O)Cn2c(=O)n(CCCCC(=O)NCCc3ccc(Cl)cc3)c(=O)c3ccccc32)cc1	4%	·	?
15	COC(=O)Nc1ccc(Cn2cc(C(F)(F)F)ccc2=O)cc1	1%	5%	6%
16	COc1ccc(C(=O)OCC(=O)c2c[nH]c3ccccc23)cc1OC	-3%	·	-5%
17	CC1C(=O)C(C)(C)C(=O)OC1c1ccccc1 (configuration not stated)	-1%	0%	-4%
18	COC(=O)c1ccc(C23CC4(C2)[C@H](CN(Cc2cccnc2)[C@@H]4c2ccccc2)C3c2ccc(C(F)(F)F)cc2)cc1 (some centres not stated)	-18%	-6%&-24%	23µM*
19	Cc1nc2sccn2c(=O)c1S(=O)(=O)Nc1cccc(Cl)c1C	-18%&2%	-5%	?
20	COc1ccccc1OCC(=O)Nc1nc(-c2ccc(S(=O)(=O)N3CCOCC3)cc2)cs1	4%	·	21µM*
21	CCOCCCNC(=O)c1ccc(CS(=O)(=O)c2cccc(C(F)(F)F)c2)o1	5%	-2%	-1%
22	COc1ccccc1C(=O)NCc1n[nH]c(=S)n1Cc1ccccc1	-2%	-15%	-16%
23	COc1ccc(CNc2ccc3cc(S(=O)(=O)N4CCCCC4)ccc3n2)cc1	-3%	·	?
24	COC(=O)COc1cc(Br)c(/C=C2/SC(=O)N(CC(=O)N3CCCC3)C2=O)cc1OC	5%	-17%	-10%
25	O=C(O)c1cccc2c1C(=O)N(Cc1ccncc1)C2	15%	4%	0%
26	CCOc1ccc(CCNC(=O)COC(=O)/C=C/c2ccc(C)o2)cc1OCC	13%	2%	-29%
27	CCOC(=O)c1sc2nc3n(c(=O)c2c1C)CCC3	-13%	12%	-5%
28	COc1cccc(OCCNC(=O)c2cc(OC)c(OC)c(OC)c2)c1	13%	-16%	?
29	COc1ccc(-c2cc(C(=O)OCC(=O)NC3CC3)c3ccccc3n2)cc1	-15%	·	?
30	CC1CCCN(CCS(=O)(=O)c2ccccc2)C1 (configuration not stated)	-8%	·	2%

Arranged by number of heavy atoms (smallest number first): some entries from above.
nr	compound	FEN1 inh	N370S GC mod	TDP1 cell CPT
9	C=CCOc1ccccc1/C=N/O	-12%	-27%	-7%
17	CC1C(=O)C(C)(C)C(=O)OC1c1ccccc1 (configuration not stated)	-1%	0%	-4%
27	CCOC(=O)c1sc2nc3n(c(=O)c2c1C)CCC3	-13%	12%	-5%
10	CC1CN(S(=O)(=O)c2ccc(C(=O)O)cc2)CC(C)O1 (configuration not stated)	1%	-2%	-6%
19	Cc1nc2sccn2c(=O)c1S(=O)(=O)Nc1cccc(Cl)c1C	-18%&2%	-5%	?
4	COc1ccc(C)cc1S(=O)(=O)N(CC(N)=O)Cc1ccccc1	2%	2%	17%
1	Cc1ccc(-n2ncc3c(NNC(=O)c4ccco4)ncnc32)cc1C	22%	-4%	?
3	Cc1cc(NC(=O)CCC(=O)NNC(=O)c2ccc(C(C)(C)C)cc2)no1	6%	-4%	-12%
29	COc1ccc(-c2cc(C(=O)OCC(=O)NC3CC3)c3ccccc3n2)cc1	-15%	·	?
13	Cc1cc(C(=O)O)ccc1-n1c(C)cc(/C=C(/C#N)C(=O)Nc2ccccc2)c1C	1%	-13%	-27%
6	CCOC(=O)N1CCN(C(=O)Cn2nc(C)n3nc(-c4ccccc4)cc3c2=O)CC1	15%	-1%	-30%
20	COc1ccccc1OCC(=O)Nc1nc(-c2ccc(S(=O)(=O)N3CCOCC3)cc2)cs1	4%	·	21µM*
18	COC(=O)c1ccc(C23CC4(C2)[C@H](CN(Cc2cccnc2)[C@@H]4c2ccccc2)C3c2ccc(C(F)(F)F)cc2)cc1 (some centres not stated)	-18%	-6%&-24%	23µM*

Other entries:
nr	compound	FEN1 inh	N370S GC mod	TDP1 cell CPT
31	Cc1cc(Cl)ccc1NC(=O)CN(C)C1=NS(=O)(=O)c2ccccc21	-11%	·	-3%
32	CCCCc1nn2c(=O)cc(COC(=O)c3ccc4c(c3)OCO4)nc2s1	2%	·	-16%
33	CC(=O)c1ccc(NC(=O)CN2C(=O)CCc3cc(S(=O)(=O)N4CCC(C)CC4)ccc32)cc1	-7%	·	-25%
34	CCCOP(=O)(c1ccc(N(C)C)cc1)C(O)c1ccc(Cl)cc1 (configuration not stated)	5%	0%	4%
35	S=C(NCCc1ccccc1)Nc1ccccn1	-2%	0%	6.5µM*
36	CN(c1cccc(NC(=O)CN(c2cccc(F)c2)S(C)(=O)=O)c1)S(C)(=O)=O	-1%	-5%	17%
37	Cc1ccc(S(=O)(=O)N2CCCC(C(=O)NCCc3ccccc3)C2)cc1 (configuration not stated)	-14%	-7%	-28%
38	Cc1ccc2c(c1)N(C(=O)CCC(=O)NCc1cccc(F)c1)CCO2	3%	-16%	0%
39	C/C(=N\NC(=O)c1nnn(-c2nonc2N)c1CSc1ccc(Cl)cc1)c1cccnc1	1%	-11%	?
40	O=C1OC[C@H]2CCCN2C(=O)[C@@H](CC(=O)N(CCO)Cc2ccccc2)C/C=C\CC[C@@H]1Cc1ccc(F)cc1	-12%	·	18µM*
41	Cc1ccc(N(CC(=O)NC2CCCC2)C(=O)CCC(=O)Nc2ccccn2)cc1	2%	-4%	?
42	COc1ccc(N(CC(=O)NCCSc2ccccn2)S(=O)(=O)c2ccccc2)cc1OC	-3%	-3%	-13%
43	COc1ccc(OC)c2[nH]c(=O)c(CCNC(C)=O)cc12	9%	2%	-4%
44	CN(C)c1ncc2nc(-c3cc(F)cc(F)c3)c(=O)n(C[C@H]3CCCO3)c2n1	·	17%	-7%
45	COc1ccc(OCc2ccc(C(=O)NN)cc2)cc1	2%	0%	-12%
46	Clc1ccc(CN2CCN(c3ncnc4scc(-c5cccs5)c34)CC2)cc1	-9%	-5%	13µM*
47	O=c1nc(-c2ccccc2)c2cc(SC(F)F)ccc2[nH]1	7%	0%	-5%
48	CCOC(=O)C1(Cc2ccc(OC)cc2)CCN(C(=O)[C@@H]2CCCN2C(C)=O)CC1	-4%	-2%	2%
49	CCCC1C(C#N)=C(N)Oc2n[nH]c(C(C)(C)C)c21 (configuration not stated)	4%	-6%	?
50	CC(c1ccccc1)N1CC(C(=O)O)CC1=O (configuration not stated)	19%	-1%	1%
51	CC(=O)NCC(=O)N[C@@H](CC(=O)OCc1ccccc1)C(=O)OCc1ccccc1	-8%	-5%	6%
52	Cc1ccc(-n2cnc3cc(C(=O)NCCC4=CCCCC4)ccc32)cc1Cl	2%	·	18µM*
53	NC(=O)C1CCCN(C(=O)c2cccc(NC(=O)c3cccs3)c2)C1 (configuration not stated)	8%	-2%	-9%
54	Cc1ccc(-n2c(=O)c3c4c(sc3n(CC(=O)C(C)(C)C)c2=O)CCCCC4)cc1C	-7%	·	?
55	Cn1nccc1C(=O)N1CCC(Cc2ccccc2)CC1	2%	-5%	?
56	Cc1cc(=O)[nH]c(-n2nc(C)c(Oc3ccccc3O)c2C)n1	-7%	-3%	?
57	COc1cccc(-c2nc(CS(=O)(=O)CC(=O)N3CCN(c4ccccc4)CC3)c(C)o2)c1	2%	·	?
58	COc1ccc(OC)c(C(=O)NC(CC(N)=O)c2ccc(N3CCC(N4CCCCC4)CC3)c([N+](=O)[O-])c2)c1 (configuration not stated)	15%	-7%	?
59	Cc1cc(S(=O)(=O)NCCCN2CCOCC2)c(Cl)cc1Cl	2%	-6%	-16%
60	Cc1cc(NC(=O)Nc2ccccc2[N+](=O)[O-])n(C)n1	12%	5%	-2%

Next entries
nr	compound	FEN1 inh	N370S GC mod	TDP1 cell CPT
61	CN(Cc1cnccn1)Cc1nc(Cc2ccccc2F)no1	18%	4%	30%
62	COc1ccc(CNC(=O)C2CCN(c3nnc(N4CCCC4=O)s3)CC2)cc1	-4%	-13%	3%
63	COc1ccc(-c2nnc(SCC(=O)c3ccco3)n2-c2ccccc2)cc1	-7%	-4%	4%
64	CC(C)Cn1c(N)c(C(=O)CSc2ncnc3sc4c(c23)CCCC4)c(=O)n(C)c1=O	-8%	13%	4%
65	O=C(NNC(=O)c1ccccn1)c1cccc([N+](=O)[O-])c1	7%	-2%	16µM*
66	O=C(Nc1cccc(OC(=O)c2cccnc2)c1)c1cccnc1	-3%	-2%[12.8 µM]	10µM*
67	COC(=O)c1c(NC(=O)Nc2ccc(Cl)cc2)sc(C)c1C	0%&2%	-2%	?
68	O=C(CN1C=NS(=O)(=O)c2ccc(C(F)(F)F)cc21)Nc1cccc(C(F)(F)F)c1	-1%	·	-8%
69	CCn1c(SCc2nc3ccccc3c(=O)[nH]2)nc2ccccc21	1%	19%	?
70	COc1ccc(C(=O)COC(=O)CCCC(=O)Nc2ccc(C(C)=O)cc2)cc1	20%	·	2%
71	COC(=O)[C@H]1C[C@H](O)CN1S(=O)(=O)c1ccc(Br)cc1F	2%	·	-4%
72	COc1ccccc1CNS(=O)(=O)c1c(C)noc1C	8%	30%	3%
73	Cc1ccc(-c2nnc(Nc3ccc(F)cc3)c3ccccc23)cc1S(=O)(=O)NC(C)C	-1%	·	?
74	Cc1ccccc1NN=Nc1nc2c([nH]1)c(=O)n(C)c(=O)n2C	4%	4%	-17%
75	CCC(=O)N1CCc2cc(Br)cc(S(=O)(=O)NCc3ccco3)c21	2%	-6%	-6%
76	O=Nc1c(O)n(Cc2ccc(Cl)c(Cl)c2)c2ccccc12	-20%	8%	?
77	C/C(=N\OCC(=O)Nc1ccc(Br)cc1)c1cccs1	?	?	-4%
78	CCCCCCSc1cc(-c2nc3ccc(Cl)cn3c2NCCCC)ccc1OC	?	-18%	?
79	CCOc1ccccc1NS(=O)(=O)c1ccc2oc(=O)c3ncn(C)c3c2c1	8%	·	-17%
80	COc1cc(O)c2c(=O)c3c(O)ccc(O)c3oc2c1	?	·	-20%
81	CCCn1ccc2c(OCC(=O)Nc3ccc(NC(C)=O)cc3)cccc2c1=O	0%	4%	?
82	O=C(Nc1c2c(nn1-c1ccc(Cl)cc1)CS(=O)(=O)C2)c1ccccc1	-4%	-4%	-2%
83	CC(C)c1nc2sc3c(=S)nc[nH]c3c2c2c1CCC2	0%	14%	?
84	CC(Oc1cccc(Br)c1)C(=O)Nc1cccc(S(=O)(=O)N2CCOCC2)c1 (configuration not stated)	-9%	·	?
85	CCN(C(=O)Cc1c(C(=O)O)[nH]c2ccccc12)c1ccc(OC)cc1	-5%&-4%	5%	3%&8%
86	CC[C@]12c3[nH]c4cc(CCC(=O)N(C)C)ccc4c3CCN1C(=O)[C@@H](CC(=O)NCc1ccco1)C[C@@H]2C(=O)N1CCN(C(=O)C2CC2)CC1	13%	·	-11%
87	O=C(CN1C(=O)/C(=C/c2ccccc2)SC1=S)Nc1ncc(Cc2ccccc2)s1	-1%	-5%	-1%
88	Cc1c(NC(=O)C(C)N2C(=O)C3CCCCC3C2=O)c(=O)n(-c2ccccc2)n1C (configuration not stated)	0%	6%	2%
89	S=c1[nH]nc(-c2ccccn2)n1/N=C/c1ccc(-c2ccccc2Br)o1	-5%	7%	-9%
90	Cc1ccc(/C=C/S(=O)(=O)Nc2ccc(C)cc2)cc1	-4%	9%	4%
91	CCN(c1ccccc1)S(=O)(=O)c1ccc(OC)c(NC(=O)Cc2ccc(OC)c(OC)c2)c1	-22%	·	?
92	Cc1cccc(-c2nc(C#N)c(NCC3CCCO3)o2)c1 (configuration not stated)	-4%	3%	12%

Some entries already given with just FEN1 inh and TDP1 cell CPT:
item	Structure	FEN1 inh	TDP1 cell CPT
20	COc1ccccc1OCC(=O)Nc1nc(-c2ccc(S(=O)(=O)N3CCOCC3)cc2)cs1	4%	21µM*
21	CCOCCCNC(=O)c1ccc(CS(=O)(=O)c2cccc(C(F)(F)F)c2)o1	5%	-1%

Screening data (PubChem BioAssay)
